Screening results (PubChem)
EPAC2 agonist – EPAC2 (human) agonism | Q8WZA2 | EPAC2 activation, biochemical qHTS; response scale: 100% = 6.5 mM cAMP response | Potency, µM (series often up to 154 µM), for the others: top-dose activation, actives largely listed as activators | 360,000 tested, 0.079% active | AID 720711; also: potency is read from the fitted curve at half-maximal effect; nearly all actives have a fitted effect of over 50% in size
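Setup: EPAC2 100 nM, labeled Rap1B complex 250 nM, free GDP 50 uM. Compound titrations pinned in, brief spin, 5 min room temperature incubation. Kinetic fluorescence read over 30 min, normalized to 6.5 mM cAMP.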
CCT chaperon mod – cytosolic chaperonin activity modulation | purified chaperonin ATPase assay, HTRF ADP detection, 30 min | activity change, % (test concentration not listed), hits read low | 360,000 tested, 0.3% active | AID 651819; in the data active = activity change below about -30%; also: % is scaled to controls: 0 for no effect and ±100 for the full control effect
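We incubate TRiC, 40 or 20 nM final, with library compounds at 76 uM and 10 uM ATP for 30 min at 37 °C. ADP formed is detected with Transcreener HTRF reagents after 30 min at room temperature.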
IL-2 act – IL-2 activation; IL-2 activation reporter assay, cell-based qHTS; stimulated with anti-CD3/CD4/CD28 beads; in transgenic mouse T cells; activation, % (series mostly up to about 46 µM); 360,000 tested, 0.065% active; in the data active = activation above about 50%; inconclusive = mostly about 30% to 49%; also: 0% is about no effect
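Unstimulated transgenic mouse T cells, 750 per well, received compound and, after 60 minutes, anti-CD3/anti-CD4 bead plus anti-CD28 stimulation. EGFP and DsRed were quantified after 18 hours.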
PI5P4K alpha inh – blocks human PI5P4K alpha kinase activity. max response, %. P48426. PI5P4Kalpha enzyme, ADP-Glo luminescence, 60 min; hits give low values. AID 652105. 330,000 tested, 1.2% active; active = max response of -50% or lower; inconclusive = between -30% and -50%; inactive = -30% or higher; also: value at the top dose of about 77 µM; % is scaled to controls: 0 for no effect and ±100 for the full control effect
Target sequence (P48426 whole entry, looked up): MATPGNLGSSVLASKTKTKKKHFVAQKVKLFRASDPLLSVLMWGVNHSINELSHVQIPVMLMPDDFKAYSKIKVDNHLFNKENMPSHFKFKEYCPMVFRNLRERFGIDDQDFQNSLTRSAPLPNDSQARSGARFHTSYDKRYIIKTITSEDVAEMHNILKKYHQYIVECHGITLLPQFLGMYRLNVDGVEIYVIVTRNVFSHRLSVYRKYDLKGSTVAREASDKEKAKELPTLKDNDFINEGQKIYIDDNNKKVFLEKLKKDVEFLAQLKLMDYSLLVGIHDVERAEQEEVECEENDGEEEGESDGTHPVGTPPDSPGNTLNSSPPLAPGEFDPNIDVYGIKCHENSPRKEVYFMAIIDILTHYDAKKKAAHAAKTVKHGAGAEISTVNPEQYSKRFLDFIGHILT
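Quantitative HTS of the MLSMR library against PI5P4Kalpha with substrate. ATP added last at 5 microM final; room temperature, 60 minutes. Remaining ATP depleted, ADP converted and read as luminescence.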
WRN helicase inh – blocks human WRN helicase; Q14191; WRN helicase unwinding, fluorescent forked duplex, kinetic; Potency, µM (highest dose often 114 µM), for the others: at the highest dose activity change, negative = inhibition, usual class: inhibitors; 360,000 tested, 0.46% active; AID 651768; also: potency is read from the fitted curve at half-maximal effect; % is scaled to controls: 0 for no effect and ±100 for the full control effect; nearly all actives have a fitted effect of over 55% in size
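WRN at 20 nM final preincubated with compound 15 min at room temperature; reaction started with 100 nM fluorophore/quencher forked duplex oligonucleotide and 2 mM ATP final. Unwinding followed kinetically by red fluorescence (ex 525, em 598 nm).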
PLK1 PBD block – inhibitors of human PLK1 polo-box domain binding; P53350; Plk1 PBD binding of FITC phosphopeptide, fluorescence polarization; Potency, µM, for the others: max response, negative = inhibition, hits mostly inhibitors; 360,000 tested, 2.8% active; also: potency is read from the fitted curve at half-maximal effect; series mostly up to about 57 µM; % is scaled to controls: 0 for no effect and ±100 for the full control effect; nearly all actives have a fitted effect of over 65% in size
Target sequence (P53350 whole entry, looked up, the tested form may be a part): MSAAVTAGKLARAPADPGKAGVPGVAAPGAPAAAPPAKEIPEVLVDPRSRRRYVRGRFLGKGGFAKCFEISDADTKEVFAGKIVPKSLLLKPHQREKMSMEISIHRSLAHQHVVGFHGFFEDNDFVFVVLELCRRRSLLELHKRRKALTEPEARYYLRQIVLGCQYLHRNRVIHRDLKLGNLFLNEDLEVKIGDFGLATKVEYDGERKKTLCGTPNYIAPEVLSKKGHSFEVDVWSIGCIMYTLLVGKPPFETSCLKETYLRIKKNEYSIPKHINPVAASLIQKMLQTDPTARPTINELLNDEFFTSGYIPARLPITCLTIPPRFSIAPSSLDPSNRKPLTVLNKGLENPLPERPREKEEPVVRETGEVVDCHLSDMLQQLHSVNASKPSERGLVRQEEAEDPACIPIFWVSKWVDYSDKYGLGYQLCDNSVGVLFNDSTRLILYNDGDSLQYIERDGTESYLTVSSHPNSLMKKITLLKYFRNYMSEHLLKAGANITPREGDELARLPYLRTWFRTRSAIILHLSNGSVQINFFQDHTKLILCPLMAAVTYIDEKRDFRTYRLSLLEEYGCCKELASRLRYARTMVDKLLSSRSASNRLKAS
EPAC1 agonist – activates human EPAC1 exchange factor; AID 720707; Potency, µM (highest dose often 154 µM), for the others: at the top dose activation, usual class: activators; 360,000 tested, 0.073% active; EPAC1 agonist qHTS, biochemical assay; response scale: 100% = response to 6.5 mM cAMP; also: potency is read from the fitted curve at half-maximal effect; nearly all actives have a fitted effect of over 60% in size
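Normalized to 6.5 mM cAMP, activity reflects EPAC1-catalysed release of BODIPY-GDP from Rap1B, followed kinetically over 30 min at 480 nm excitation, 540 nm emission. Reaction contained 100 nM EPAC1, 250 nM Rap1B-BODIPY-GDP, 50 uM GDP.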
EPAC1 antagonist – EPAC1 (human) antagonism. Potency, µM (doses to about 115 µM), inactives show at the top dose activity change, negative = inhibition, hits mostly inhibitors. O95398. EPAC1 GEF assay, Rap1b-BODIPY-GDP exchange fluorescence. 360,000 tested, 0.14% active;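 also: potency is read from the fitted curve at half-maximal effect; plate controls were vehicle for no effect and positive control for full effect; nearly all actives have a fitted effect of over 50% in size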
Active calls of the source: *; i = inactive; ? = inconclusive; . = no result given; [ ] = dose if it differs, or a comment. Unless noted, calls follow the shape of the dose curve; as a rule, active = well fitted curve in the direction sought with a large enough effect; inconclusive = small, poorly fitted or top-dose-only effect, or another doubt; inactive = no such curve, though single readings can be large; an effect the other way counts as inactive or inconclusive.

SMILES	EPAC2 agonist	CCT chaperon mod	IL-2 act	PI5P4K alpha inh	WRN helicase inh	PLK1 PBD block	EPAC1 agonist	EPAC1 antagonist
CC1=CC(C)(C)n2c(O)c(N=NC(N)=S)c3cccc1c32	10.8%	-0.2	-1.6	-10.3	-2.5%	-15.1%	-11.0%	-3.3%
COCCn1c(Sc2nc(C)cs2)nc2c1c(=O)[nH]c(=O)n2C	-5.3%	-0.1	1.2	3.9	-21.6%	-5.5%	8.7%	-8.1%
CC(C)(C)c1[nH]nc2c1C(Cc1ccccc1)C(C#N)=C(N)O2 (configuration not stated)	4.9%	0.8	-1.6	?	-3.0%	?	-0.2%	4.7%
COc1cc(/C=N/NC(=O)c2cc(-c3ccccc3OC(C)C)nc3ccccc23)ccc1O	-0.5%	-0.8	-0.8	1.8	-4.6%	-3.8%	0.8%	-11.8%
Cc1cccc(C(=O)N2CCCC(N3CCN(c4ccccc4)CC3)C2)n1 (configuration not stated)	0.3%	-1.4	-1.6	6.7	0.4%[57.1 µM]	-11.9%	-0.1%	6.7%
COc1ccc(CN(Cc2ccc(OC)cc2)C(=O)c2cccs2)cc1	17.6%	1.0	0.2	0.0	-3.5%	-0.8%	7.0%	12.2%
CCOc1ccccc1NC(=O)C(CC(C)C)NC(=O)C1CCC(C)CC1 (configuration not stated)	-5.1%	1.9	1.2	5.5	-20.0%	-3.4%	0.6%	6.0%
CC(C)Cn1cc(C(=O)NCCCN2CCCC2=O)c2c3ccccc3n(C)c2c1=O	3.8%	-0.4	1.7	.	-4.3%	-15.4%	8.2%	0.8%
O=C(O)c1cc([N+](=O)[O-])c(Nc2cccc3ccccc23)c([N+](=O)[O-])c1	3.0%	0.8	0.0	-64.5*	0.4%	-10.8%	-1.3%	10.4%
CCCCn1nc(C(=O)OCC(=O)Nc2sccc2C(N)=O)c2ccccc2c1=O	-0.5%	-1.4	-2.1	4.5	-17.8%	-11.6%	16.7%	-4.3%
CCN(CC)S(=O)(=O)c1cccc(-c2n[nH]c(=S)n2C(C)COC)c1 (configuration not stated)	8.0%	0.4	-0.9	-8.2	8.5%	-11.4%	-5.1%	?
Cc1ccc(S(=O)(=O)N2CCCN(C(=O)c3ccc(-n4nccc4C)cc3)CC2)cc1	11.7%	-1.5	-1.8	-4.1	-6.4%	-13.4%	6.2%	7.2%
O=C(c1ccco1)N1CCN(Cc2ccc(Br)cc2)CC1	4.0%	-1.5	-1.0	-0.2	-4.7%	-0.1%	5.3%	1.6%
Cc1occc1-c1nnc(SCC(=O)c2ccc3c(c2)OCCO3)n1CC1CCCO1 (configuration not stated)	9.7%	2.0	-1.4	-8.0	-4.9%	-1.9%	0.2%	-15.6%
CN(C(=O)CN1C(=O)c2ccc([N+](=O)[O-])cc2C1=O)C1CCCCC1	12.1%	-1.8	1.1	-0.8	-2.2%	-8.0%	2.9%	-7.7%
c1ccc(NC(c2ccccc2)c2ccncc2)cc1 (configuration not stated)	1.3%	0.1	1.2	1.0	-16.0%	-21.0%	1.4%	1.9%
C=CCN(Cc1nc(-c2ccccc2)no1)C(=O)c1ccco1	17.8%	-1.6	-0.2	-0.9	10.1%	-24.6%	4.4%	17.4%
O=C(O)COc1ccc(Br)cc1/C=C1/SC(=O)N(CC(=O)N2CCCC2)C1=O	-3.8%	-1.4	0.0	2.2	?	-27.8%	12.9%	-5.4%
O/N=C/c1ccccc1Oc1ccccc1	7.5%	1.7	0.9	6.7	-10.6%	-3.5%	5.9%	8.2%
Cc1ccc(SC(=O)COc2ccccc2C)cc1	7.0%	-0.2	1.3	1.2	-27.2%	?	-2.4%	11.9%

Given with two lines to a compound: 4 of the compounds above
The line under a structure holds: EPAC2 agonist	CCT chaperon mod	IL-2 act	PI5P4K alpha inh	WRN helicase inh	PLK1 PBD block	EPAC1 agonist	EPAC1 antagonist
- CC(C)(C)c1[nH]nc2c1C(Cc1ccccc1)C(C#N)=C(N)O2 (configuration not stated)
→ 4.9%	0.8	-1.6	?	-3.0%	?	-0.2%	4.7%
- COc1cc(/C=N/NC(=O)c2cc(-c3ccccc3OC(C)C)nc3ccccc23)ccc1O
→ -0.5%	-0.8	-0.8	1.8	-4.6%	-3.8%	0.8%	-11.8%
- Cc1cccc(C(=O)N2CCCC(N3CCN(c4ccccc4)CC3)C2)n1 (configuration not stated)
→ 0.3%	-1.4	-1.6	6.7	0.4%[57.1 µM]	-11.9%	-0.1%	6.7%
- COc1ccc(CN(Cc2ccc(OC)cc2)C(=O)c2cccs2)cc1
→ 17.6%	1.0	0.2	0.0	-3.5%	-0.8%	7.0%	12.2%

Following part.
SMILES	EPAC2 agonist	CCT chaperon mod	IL-2 act	PI5P4K alpha inh	WRN helicase inh	PLK1 PBD block	EPAC1 agonist	EPAC1 antagonist
O=C(OCC#CCSc1nnc(-c2ccc([N+](=O)[O-])cc2)o1)c1cccs1	4.4%	-0.3	-0.3	2.3	-6.2%	-5.0%	3.8%	-6.5%
O=C(CC1NCCNC1=O)Nc1ccc2c(c1)OCO2 (configuration not stated)	1.9%	-0.6	0.0	16.1	3.1%	-9.0%	4.3%	-11.2%
COc1cc(C(=O)N/C(=C\c2cn(C)c3ccccc23)C(=O)N2CCOCC2)cc(OC)c1OC	-0.3%	-1.1	-0.9	5.5	-2.2%	-15.6%	5.8%	3.3%
Cc1ccc(C(NC(=O)C2CCN(CCOc3ccccc3)CC2)c2ccccn2)cc1 (configuration not stated)	9.7%	-2.9	1.8	5.9	-7.1%	-3.9%	-13.4%	-10.0%
CC(C)CC(=O)CC1(O)C(=O)Nc2ccccc21 (configuration not stated)	12.0%	-1.8	-0.4	2.4	-3.8%	-9.7%	11.9%	-6.4%
CN(C)c1ccc(/C=C(/NC(=O)c2ccccc2)C(=O)N/N=C/c2ccc([N+](=O)[O-])c(O)c2)cc1	7.2%	-1.1	0.8	.	?	-12.6%	9.6%	-27.2%
CC(C)(O)CC[C@@H](O)[C@](C)(O)C1CC[C@@]2(O)C3=CC(=O)[C@@H]4C[C@@H](O)[C@@H](O)C[C@]4(C)C3CC[C@]12C (some centres not stated)	2.7%	1.9	0.2	-0.9	1.5%	-4.8%	10.0%	-8.4%
COc1ccc(C2=CC(c3ccc(F)cc3)n3nnnc3N2)cc1 (configuration not stated)	-0.4%	-0.1	-1.9	.	i	-0.2%	-4.6%	9.7%
O=C(NNC(=O)c1cc2ccccc2o1)c1ccc(Cl)cc1	9.7%	-0.1	0.6	4.2	-33.2%	-7.3%	-1.7%	4.4%
COc1cccc(CN2C(=NC(=O)CCC3CCCC3)SC3CS(=O)(=O)CC32)c1 (configuration not stated)	-7.3%	-1.6	-4.6	4.5	-0.4%	-8.4%	2.2%	8.8%
O=C1CSC(c2ccc([N+](=O)[O-])cc2)N1Cc1ccccc1 (configuration not stated)	6.7%	0.6	0.2	5.8	-4.3%	-4.7%	-6.0%	13.6%
CCCn1nnc(NC(=O)c2ccccc2Cl)n1	2.9%	4.2	-2.4	.	-5.0%	-15.2%	7.1%	1.6%
O=C(NCCCN1CCCC1=O)c1cn(-c2ccccc2)nc1-c1ccccc1	-4.8%	-0.8	-1.0	-2.3	1.8%	13.7%	2.1%	-5.7%
Cc1ccc(-n2c(Cc3cccn3C)nnc2SCC(=O)Nc2nnc(C)s2)cc1	-0.3%	-2.5	-2.6	.	-14.0%	-14.5%	-17.5%	-9.0%
CC(=O)c1cccc(NC(=O)c2sc(Cl)nc2C)c1	17.0%	-1.0	-0.1	-3.6	1.6%	-5.7%	15.2%	16.7%
O=C(C1CCCN(S(=O)(=O)c2cc(Cl)ccc2Cl)C1)N1CCCCCC1 (configuration not stated)	5.2%	0.2	-2.3	6.4	-8.4%	2.6%	4.1%	-23.6%
O=C(COC(=O)c1ccccc1O)NCc1ccco1	7.1%	-0.8	1.5	-51.6*	-8.7%[11.6 µM]	-10.8%	2.2%	-11.2%
CCOC(=O)C1=C(C)N(CCCCCC(=O)O)C(=O)NC1c1cccc([N+](=O)[O-])c1 (configuration not stated)	-0.2%	2.1	-0.5	-14.8	4.6%	-15.1%	-15.5%	-7.7%
Cc1nc(C(F)(F)F)ccc1C(=O)N1CCC1(C)C(=O)NS(=O)(=O)c1ccc(F)cc1F (configuration not stated)	-1.2%	1.3	-0.2	-1.9	2.6%[57.1 µM]	1.7%	-5.8%	-5.7%
C=CCNc1nc(C)c(C(C)=O)cc1C#N	3.5%	-0.9	-4.9	-4.4	-20.0%	-9.2%	-4.2%	-11.1%
CC(=O)C1=C(O)C(=O)N(Cc2ccccc2)C1c1ccc(F)cc1 (configuration not stated)	7.5%	-1.1	-3.4	1.5	-0.2%	-1.8%	2.5%	9.6%
COc1ccc(-n2c(SCC(C)=O)nc3sc(C)c(C)c3c2=O)cc1	-6.4%	-3.3	-0.8	-6.8	7.3%	-2.7%	1.3%	-2.5%
CCc1ccc(OCc2ccc(C(=O)NCc3ccccn3)o2)cc1	-5.8%	1.5	0.2	0.1	-19.0%	-11.2%	0.2%	-17.5%
COc1ccc(S(=O)(=O)N2CCc3ccccc32)cc1OC	-0.4%	1.2	-0.1	-0.2	-5.8%	-7.4%	-3.2%	-13.1%
C=CCNc1oc(-c2cccc3ccccc23)nc1C#N	19.6%	-0.3	-1.8	.	-29.1%	1.1%	22.5%	-13.7%
CC(=O)N(C)C1(c2nnnn2CCOC(=O)Nc2ccc(Cl)cc2)CCCCC1	8.6%	-1.0	2.2	-3.9	3.0%	0.1%	6.4%	14.7%
Cc1cc(C)cc(OCC(=O)NCC2CCCO2)c1 (configuration not stated)	-9.4%	2.5	-1.7	.	-6.3%	-12.7%	8.9%	3.6%
O=C(c1cc(C2CC2)nn1-c1ccccc1)N1CCN(c2ccccc2O)CC1	3.5%	-1.7	0.1	5.2	-5.9%	-0.1%	6.0%	-21.8%
CC1(C)CC[C@]2(C(=O)O)CC[C@]3(CO)C(=CCC4[C@@]5(C)C[C@H](O)[C@H](O)[C@@](C)(C(=O)O)C5CC[C@]43C)[C@@H]2C1 (some centres not stated)	1.0%	1.1	-0.2	3.8	-4.6%	-19.2%	-7.2%	-7.0%
CC1CC(C)CN(S(=O)(=O)c2ccc(C(=O)N3CCN(c4ccccc4)CC3)cc2)C1 (configuration not stated)	9.4%	1.0	-3.3	.	-14.4%	-4.3%	5.0%	6.1%
Cc1ccc(CCNC(=O)c2ccc(CS(=O)(=O)c3ccccc3C)o2)cc1	5.5%	0.5	-2.8	-12.0	-5.9%	-10.4%	-8.0%	24.7%
C/C(=N/NC(=O)c1nnn(-c2nonc2N)c1COc1ccccc1)c1ccccc1Cl	2.4%	1.0	-2.5	-2.2	-7.2%	1.1%	0.3%	-6.2%

This is a subset (hit frequency here may not be typical).
